Source: PubChem BioAssay
NCI-60 one-dose screen, 48 h, at 10 µM unless noted. Numbers give growth in % (100 = growth as untreated, 0 = no growth, -100 = all killed).
HS 578T = HS 578T breast cancer. 4.1% of 78,000 active. AID 1794788
K-562 = K-562 leukemia | 7.4% of 78,000 active | AID 1794777
MDA-MB-231 = MDA-MB-231 breast cancer. 5% of 81,000 active
MCF7 = MCF7 breast cancer | AID 1794796 | 6.3% of 82,000 active
MDA-MB-468 = MDA-MB-468 breast cancer; 8.5% of 78,000 active; AID 2202374
BT-549 = BT-549 breast cancer; 4.4% of 78,000 active
T-47D = T-47D breast cancer; 5% of 79,000 active
LOX IMVI = LOX IMVI melanoma | 7.4% of 79,000 active | AID 1794757
* hit, by the source's call; . = no result given; & = joins results of further samples. Rule for the calls: active = growth percent below 10; inactive = the rest. Rows are unselected; about 12% have a hit in one of these screens.

SMILES	HS 578T	K-562	MDA-MB-231	MCF7	MDA-MB-468	BT-549	T-47D	LOX IMVI
Fc1cc(-c2n[nH]c(=S)n2/N=C/c2ccc(Cl)cc2)c(Cl)cc1Cl	73	61	96	87	.	108	88	87
CC1(C)CC(=O)C2=C(C1)OC(C(=O)c1ccc(N=[N+]=[N-])cc1)C2c1ccc(Br)cc1 (stereo not drawn)	104	.	100	100	116	97	84	103
CC(=O)/C(=C/n1ccc(=O)[nH]c1=S)C(=O)Nc1ccc(Cl)cc1	99	105	97	97	94	93	102	98
CC1(C)O[C@@H](COS(N)(=O)=O)[C@H](c2ccccc2Cl)O1	106	104	102	120	87	110	102	98
CC[C@H](Nc1ncnc2nc[nH]c12)c1nc2cccc(CNCc3ccc(C(=O)NO)cc3)c2c(=O)n1-c1ccccc1	107	112	114	96	105	100	89	96
CC(C)C1OC1(C)C#N (stereo not drawn)	109	101	110	100	107	106	97	97
C[C@@H](O)C[C@@H]1C[C@@H]1/C=C/c1ccccc1	90	103	99	93	98	109	95	95
NC(=S)NN=C1CCSCC1	92	126	98	102	97	100	105	99
C=C(Cl)c1c(C)cc(C)c(CC#N)c1C	111	96	110	95	119	.	102	96
Cc1ccc(C(=O)NN2C(=O)CSC2c2ccc(F)cc2)cn1 (stereo not drawn)	158	100	101	107	107	226	98	107
Cc1c(N)cccc1Cl	138	69	87	92	104	105	101	91
O=C(O)CCCCCCCCCCN1C(=O)/C(=C/c2cnc(-c3ccccc3)s2)SC1=S	117	24	100	29	91	106	74	32
Cc1cnc(CSc2nc(-c3ccccc3)cn2-c2ccc(Cl)cc2)c(C)c1	110	.	88	94	117	102	65	104
O=C1[C@@H]2Cc3c([nH]c4ccccc34)[C@@H](c3ccc(Cl)cc3)N2C(=O)CN1C1CCN(Cc2ccccc2)CC1	66	3.5*	64	19	49	78	82	-15*
O=P(O)(O)OCC(O)CO (stereo not drawn)	106	113	111	96	100	102	100	98
Cc1ccc(Cc2cnc(NC(=O)/C=C/c3ccc(C)o3)s2)cc1	31	19	68	12	-0.2*	72	35	50
Cc1cc(OCC(=O)Nc2ccc3oc(-c4ccncc4)nc3c2)ccc1Cl	80	93	93	93	96	97	92	101
O=C1COc2ccccc2N1	99	102	103	97	115	105	92	97
CS/C(=N\S(=O)(=O)c1ccccc1)NNC(=O)c1c(-c2c(Cl)cccc2Cl)noc1C	97&114	95&98	100	96&107	100&95	106&106	96	108&96
O=C1/C(=C/c2ccc(-c3cccc(C(F)(F)F)c3)o2)SC(=S)N1CCc1ccc(O)cc1	69	21	90	85	95	76	54	69

Whole records, looked up by structure. Screens in order: HS 578T | K-562 | MDA-MB-231 | MCF7 | MDA-MB-468 | BT-549 | T-47D | LOX IMVI
Profile of O=C1COc2ccccc2N1 : 99 | 102 | 103 | 97 | 115 | 105 | 92 | 97
Profile of Cc1cc(OCC(=O)Nc2ccc3oc(-c4ccncc4)nc3c2)ccc1Cl : 80 | 93 | 93 | 93 | 96 | 97 | 92 | 101
Profile of O=C(O)CCCCCCCCCCN1C(=O)/C(=C/c2cnc(-c3ccccc3)s2)SC1=S : 117 | 24 | 100 | 29 | 91 | 106 | 74 | 32
Profile of O=P(O)(O)OCC(O)CO (stereo not drawn) : 106 | 113 | 111 | 96 | 100 | 102 | 100 | 98
Profile of Cc1ccc(Cc2cnc(NC(=O)/C=C/c3ccc(C)o3)s2)cc1 : 31 | 19 | 68 | 12 | -0.2* | 72 | 35 | 50

Remaining list, next part.
SMILES	HS 578T	K-562	MDA-MB-231	MCF7	MDA-MB-468	BT-549	T-47D	LOX IMVI
COc1nccc2c(Nc3ccc(Cl)cc3)nc(N)nc12	98	112	83	62	60	94	72	90
CCCCCCCCCCCCCCNC(=O)Nc1ccc(Cl)c(Cl)c1	84	100	28	30	.	25	34	7.7*
c1ccc2c(c1)Oc1nccnc1-n1nc(CN3CCOCC3)cc1-2	78	100	85	68	55	95	79	89
CC(=O)OCC1OC(n2cnc3c(=O)[nH]cnc32)C(OC(C)=O)C1OC(C)=O (stereo not drawn)	127	110&91	95&120	91&118	113&124	.	100&93	103&107
CN1CCN(Cc2ccc(NC(=O)c3cncc(C#Cc4cnc(N)c5ccccc45)c3)cc2C(F)(F)F)CC1	-41*	-13*	-86*	-77*	-81*	26	-61*	-92*
C=C(C)CC/C=C\C(=O)O	100	93	115	106	105	103	98	98
O=C1OC(=O)C2C1CC=CC2c1ccccc1 (stereo not drawn)	77	.	94	89	93	93	92	72
CNc1ccc(Br)c2c1C(=O)c1ccccc1C2=O	107	95	103	72	112	104	97	102
C/C(=N/N=C(N)N)c1ccc(N)cc1	73	95	104	81	76	70	95	97
Cc1ccc(C2CC(n3nnnc3-c3ccccc3)=NN2)cc1 (stereo not drawn)	104	92	99	97	91	107	102	92

Grouped by structure, the compounds so far containing a furan ring, fused or not
SMILES	HS 578T	K-562	MDA-MB-231	MCF7	MDA-MB-468	BT-549	T-47D	LOX IMVI
Cc1ccc(Cc2cnc(NC(=O)/C=C/c3ccc(C)o3)s2)cc1	31	19	68	12	-0.2*	72	35	50
O=C1/C(=C/c2ccc(-c3cccc(C(F)(F)F)c3)o2)SC(=S)N1CCc1ccc(O)cc1	69	21	90	85	95	76	54	69

(more compounds)
SMILES	HS 578T	K-562	MDA-MB-231	MCF7	MDA-MB-468	BT-549	T-47D	LOX IMVI
CCN(c1cc(-c2ccc(CN3CCN(C(=O)CCCCCCCCCCC(=O)N[C@H](C(=O)N4C[C@H](O)C[C@@H]4C(=O)NCc4ccc(-c5scnc5C)cc4)C(C)(C)C)CC3)cc2)cc(C(=O)NCc2c(C)cc(C)[nH]c2=O)c1C)C1CCOCC1	70	42	82	62	36	56	28	78
OCCNc1oc(-c2ccccc2)nc1[P+](c1ccccc1)(c1ccccc1)c1ccccc1	-3.9*	11	-5.4*	2.4*	-43*	-28*	4.5*	2.0*
CCCCCC(=N\N=C(N)N)/C(C)=N/N=C(N)N	93	72	116	72	.	89	60	87
COc1cc(-c2cc(=O)c3c(C)cc(O)cc3o2)cc(OC)c1OC	63	82	70	79	53	93	84	81
CC1=CCC(OC(=O)C(C)(O)CCC(O)(C(=O)OC2(C)C=CC(O)(C(C)C)CC2)C(C)C)(C(C)C)CC1 (stereo not drawn)	105	105	100	98	107	114	94	101
CCCCCNCC(O)Cc1ccccc1OC (stereo not drawn)	101	90	113	92	102	91	89	102
CS(=O)(=O)c1ccc(-n2cc(/C=C/C(=O)c3ccc(NC(=O)CO[N+](=O)[O-])cc3)c(-c3ccc(Br)cc3)n2)cc1	113	102	99	102	103	109	105	101
O=c1c2cc(F)ccc2sc2c(N3CCCCC3)nc3ccccc3c12	105	112	99	96	96	90	105	97
Nc1cc(=O)[nH]c(=S)[nH]1	112	90	.	98	108	98	.	101
Brc1ccc(-c2ccccc2)cc1	90	97	100	94	84	92	105	92
CC(C)(C)C(=O)CC(=O)c1ccncc1	96	96	107	88	107	98	.	97
COc1cccc(CCN2C(=O)CCC3=C2CCC3=O)c1	130	106	78	103	103	101	102	98
Nc1ncc2ccc(F)cc2c1C#Cc1cncc(C(=O)NCCN2CCCCC2)c1	82	63	78	65	101	100	85	95
COc1ccc(-c2cc3c(oc2=O)-c2ccccc2OC3O)cc1 (stereo not drawn)	130	97	149	114	.	105	88	106
COc1ccc2c(c1)c(CC(=O)[Se]CC#N)c(C)n2C(=O)c1ccc(Cl)cc1	28	15	9.4*	17	-43*	76	22	-36*
O=[N+]([O-])c1ccc(CSCc2ccc([N+](=O)[O-])cc2)cc1	102	102	86	102	97	.	94	98
O=C(O)CN1C(=O)S/C(=C2\C(=O)N(CC3CCCCC3)c3ccc(-c4ccc(-c5ccccc5)cc4)cc32)C1=O	87	91	95	92	87	96	91	94
CC[C@]12C=CCN3CC[C@@]4(c5ccc(OC)cc5N(C)[C@H]4[C@@](O)(C(=O)OC)[C@@H]1OC(=O)CCCN[C@@H](Cc1c[nH]c4ccccc14)C(=O)OC)[C@@H]32	88	68	88	70	87	85	86	81
COc1ccc(-c2csc(NC(=O)Nc3nc(-c4ccc(OC)cc4)cs3)n2)cc1	105	68	93	72	47	80	56	84
c1ccc(CN(Cc2ccccc2)Cc2cccc3ccccc23)cc1	109	.	114	96	100	121	87	96
COc1cc(/C=C2\C(=O)N(c3c(Cl)cccc3Cl)c3ccccc32)cc(OC)c1OCCCn1c2ccccc2c(=O)c2ccccc21	108	81	91	83	111	95	68	91
Cc1c(Br)cc([N+](=O)[O-])c(C)c1[N+](=O)[O-]	118	93	122	87	78	113	112	84
CC1=NNC(=O)C1CCO (stereo not drawn)	89	96	139	88	.	132	90	116
COc1ccc(C2CCCCC2SCC(=O)O)cc1OC (stereo not drawn)	97	92	117	100	86	108	89	94
C[C@H]1[C@H](C)CC[C@]2(C(=O)NCCCNCCCCNCCCN)CC[C@]3(C)C(=CC[C@@H]4[C@@]5(C)C/C(=C/c6cccnc6)C(=O)C(C)(C)[C@@H]5CC[C@]43C)[C@H]12	88	78	84	91	86	101	87	90
CN1c2ccccc2Sc2c(C(=O)O)cccc21	98	113	105	99	116	79	100	97
Nc1ccc(Br)c2ccccc12	104	98	74	88	97	86	87	86
N#Cc1ccc(NC(=O)COc2ccc(/C=C3\C(=O)Nc4cc(Cl)ccc43)cc2)cc1	88	57	69	43	93	105	49	59
O=C1/C(=C/c2ccccc2)CN(C(=O)c2cccnc2)C/C1=C\c1ccccc1	21	2.6*	3.8*	0.4*	-49*	-53*	9.0*	-84*
COc1ccc(C2CCN(CC(=O)Nn3c(COc4ccccc4)nc4ccccc4c3=O)CC2)cc1	99	103	96	93	112	129	92	96
Cc1ccc(N(Cc2cc(C)cc(C)c2O)Cc2cc(C)cc(C)c2O)cc1	95	94	77	95	95	96	89	95
CCCCC(CC)CNC(c1ccccc1)c1ccccc1 (stereo not drawn)	103	98	91	118	117	118	111	115
CC(=O)C1N=NCC1c1ccccc1 (stereo not drawn)	90	80	98	96	102	105	104	103
CC1CN(CC(O)c2ccccc2)CC(C)O1 (stereo not drawn)	102	101	113	92	84	109	105	102
C/C=C/c1ccc(OC)cc1	109	121	112	.	96	105	99	95
Cc1ccc(Nc2nc(N)nc(C)c2Br)cc1	99	102	85	95	107	107	104	101
O=c1[nH]c(N2CCOCC2)nc2scc(-c3ccccc3)c12	102	101	108	92	86	92	81	100
Cc1ccc(S(=O)(=O)n2cc(C=C(C#N)C#N)c3ccccc32)cc1	105	93	90	99	103	96	81	88
C#CCn1c(-c2cccc(OCCCCl)c2)nc2c1c(=O)n(C)c(=O)n2C	99	13	75	85	72	14	18	94
O=C(Nc1ccc2c(c1)[nH]c(=O)c1ccccc12)C(F)(F)F	91	104	94	77	69	93	92	99
CCOP(=O)(OCC)C(NC(=O)Cc1ccccc1)C(=O)N1CCC(O)CC1 (stereo not drawn)	106	104	105	97	116	116	111	98
O=C(c1ccccn1)c1ccccn1	108	112	108	101	94	104	95	107
Clc1cc(Cl)c2c(c1)C=C1CCCC3=Cc4cc(Cl)cc(Cl)c4OC13O2	94	76	99	84	90	99	81	84

2 records picked at random from the list so far, as already listed:
SMILES	HS 578T	K-562	MDA-MB-231	MCF7	MDA-MB-468	BT-549	T-47D	LOX IMVI
CCCCC(CC)CNC(c1ccccc1)c1ccccc1 (stereo not drawn)	103	98	91	118	117	118	111	115
Cc1c(Br)cc([N+](=O)[O-])c(C)c1[N+](=O)[O-]	118	93	122	87	78	113	112	84
